TIM10 inh: growth inhibitors of TIM10 yeast strain; S. cerevisiae TIM10 strain growth, BacTiter-Glo luminescence, 24 h; inhibition, % at 10 µM; hit rate 1.4% among 330,000;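 active = inhibition of 40% or more at the single tested concentration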;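 also: wild-type TIM10 isogenic control strain grown at permissive 25 °C; 0% = DMSO yeast wells and 100% = minimal medium wells without yeast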
XBP1 UPR activ: activators of adaptive arm of unfolded protein response (XBP1). hit rate 0.33% among 330,000. CHO-XBP1 luciferase reporter, IRE1-XBP1 UPR activation, luminescence; percent of tunicamycin response, DMSO as zero. activation, % at 20 µM;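 active = versus positive control, 20 µM dose yields 30% or more activation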;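 also: 100% = tunicamycin at 10 µg/mL and 0% = DMSO only wells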
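Test system: CHO-XBP1 luciferase reporter cells | Buffer or medium: Serum-containing F12 medium, 10% FBS | Schedule: 6 h compound exposure at 37 °C, 5% CO2 | Detection: Steady-Glo luciferase glow luminescence, 10 min after reagent addition | Read-out basis: Activation, % of tunicamycin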
tim10-1 inh: inhibits growth of tim10-1 mutant yeast. S. cerevisiae tim10-1 ts strain growth, BacTiter-Glo, 24 h. inhibition, % at 20 µM. hit rate 2.2% among 330,000. AID 463190;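 active = inhibition of at least 40%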;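 also: mutant grown at 25 °C; 0% = DMSO wells with yeast and 100% = wells holding no yeast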
697 NFkB inh: inhibitors of the PMA/ionomycin-induced NF-kB reporter in 697 B cells; 697 B-cell NF-kB luciferase reporter, 16 h; inhibition, % at 4 µM; hit rate 0.33% among 330,000; AID 435022; in the data active = inhibition above about 35%
tim23-1 inh: growth inhibitors of tim23-1 mutant yeast; S. cerevisiae tim23-1 growth, BacTiter-Glo luminescence, 24 h; inhibition, % at 20 µM; hit rate 1.3% among 330,000;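 active = growth inhibition of the mutant yeast at or above 50%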;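 also: temperature-sensitive mutant grown at 25 °C; plate controls were DMSO-treated mutant yeast for no effect and medium wells lacking yeast for full effect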
CHOP UPR activ: apoptotic UPR (CHOP) activation. CHO-CHOP luciferase reporter, luminescence; percent of tunicamycin response over DMSO baseline. activation, % at 10 µM. hit rate 0.34% among 330,000. AID 449763;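 active = at 10 µM dose, activation of 40% or more, normalized to positive control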;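 also: 100% = tunicamycin at 10 µg/mL and 0% = DMSO alone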
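System: CHO CHOP reporter cells. Amount: 500 cells per well. Buffer or medium: F12 medium, 10% FBS. Compound dosing: one dose, 10 µM in 0.5% DMSO. Incubation: 6 h compound exposure at 37 °C after overnight seeding. Technique: Steady-Glo luciferase luminescence. Benchmarks: tunicamycin and DMSO controls.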
Mdm2 MdmX PPI: disrupts the human Mdm2-MdmX interaction. inhibition, % at 8 µM. AID 485346. hit rate 3% among 330,000. SaOS-2 split-luciferase Mdm2/MdmX complementation, luminescence;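 active = inhibition of at least 50% at 8 µM in the primary screen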
Target sequence (O15151 whole entry, looked up): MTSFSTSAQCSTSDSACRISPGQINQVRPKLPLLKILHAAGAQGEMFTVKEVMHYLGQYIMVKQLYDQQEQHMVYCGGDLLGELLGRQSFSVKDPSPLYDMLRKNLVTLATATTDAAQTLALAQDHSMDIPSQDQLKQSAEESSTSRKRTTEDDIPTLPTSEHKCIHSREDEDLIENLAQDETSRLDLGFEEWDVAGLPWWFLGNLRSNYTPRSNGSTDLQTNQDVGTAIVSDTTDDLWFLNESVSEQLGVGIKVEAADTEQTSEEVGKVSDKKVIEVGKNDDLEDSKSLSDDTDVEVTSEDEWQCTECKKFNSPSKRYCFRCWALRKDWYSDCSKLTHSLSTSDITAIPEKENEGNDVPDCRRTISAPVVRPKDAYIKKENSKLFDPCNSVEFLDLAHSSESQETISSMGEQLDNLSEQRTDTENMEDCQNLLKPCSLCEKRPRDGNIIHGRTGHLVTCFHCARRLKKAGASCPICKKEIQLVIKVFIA
Target sequence (Q00987 whole entry, looked up): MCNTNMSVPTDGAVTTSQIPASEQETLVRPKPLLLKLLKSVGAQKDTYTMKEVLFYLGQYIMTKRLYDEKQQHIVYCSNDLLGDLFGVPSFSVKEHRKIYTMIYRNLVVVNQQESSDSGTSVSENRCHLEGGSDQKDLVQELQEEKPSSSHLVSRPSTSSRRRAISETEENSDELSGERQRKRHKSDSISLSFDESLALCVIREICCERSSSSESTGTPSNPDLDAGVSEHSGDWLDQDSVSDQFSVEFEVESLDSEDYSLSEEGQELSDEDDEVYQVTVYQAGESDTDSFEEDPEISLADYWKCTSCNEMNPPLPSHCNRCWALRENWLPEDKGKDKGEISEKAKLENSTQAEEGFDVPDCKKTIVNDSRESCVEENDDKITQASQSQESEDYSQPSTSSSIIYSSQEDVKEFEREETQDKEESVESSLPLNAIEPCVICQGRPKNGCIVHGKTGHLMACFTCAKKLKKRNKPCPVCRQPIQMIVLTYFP
Jurkat NFkB inh: lowers PMA/ionomycin-induced NF-kB signal in Jurkat cells | PMA/ionomycin-induced NF-kB luciferase reporter, luminescence | inhibition, % at 4 µM | AID 435003 | hit rate 0.53% among 330,000; in the data active = inhibition above about 50%
The depositor's hits bear a star. Random draw from the library; about 6.6% have a hit in one of these screens.

COc1ccc(NC(=O)CN(C)C(=O)c2ccc(NS(=O)(=O)c3ccc(C)c([N+](=O)[O-])c3)cc2)cc1 was read as TIM10 inh 16, XBP1 UPR activ 1, tim10-1 inh 4, 697 NFkB inh 24, tim23-1 inh 10, CHOP UPR activ 1.3, Mdm2 MdmX PPI -5 and Jurkat NFkB inh 16.
For CN(C(=O)CSCC(=O)O)C1CCCCC1 the results were TIM10 inh 4, XBP1 UPR activ -2, tim10-1 inh 3, 697 NFkB inh 29, tim23-1 inh 11, CHOP UPR activ 5.2, Mdm2 MdmX PPI -10 and Jurkat NFkB inh 2.
`O=C(NC(O)C(=O)c1ccccc1)c1ccc(F)cc1` (centres undefined) gave TIM10 inh -12, XBP1 UPR activ 0, tim10-1 inh 3, 697 NFkB inh 18, tim23-1 inh 0, CHOP UPR activ 0.5, Mdm2 MdmX PPI 22 and Jurkat NFkB inh 8.
For CCOC(=O)c1c(C=O)c(C)n(Cc2ccccc2)c1C the results were TIM10 inh 26, XBP1 UPR activ 0, tim10-1 inh 28, 697 NFkB inh -2, tim23-1 inh 23, CHOP UPR activ -0.1, Mdm2 MdmX PPI 18 and Jurkat NFkB inh 6.
N#Cc1sc(C(N)=O)c(-c2ccccc2)c1-c1ccccc1 was read as TIM10 inh 16, XBP1 UPR activ 1, tim10-1 inh -4, 697 NFkB inh -17, tim23-1 inh 7, CHOP UPR activ 0.1, Mdm2 MdmX PPI -15 and Jurkat NFkB inh -8.
Oc1cccc(Nc2nc(-c3ccccc3)nc3ccccc23)c1 was read as TIM10 inh 59*, XBP1 UPR activ -4, tim10-1 inh 21, 697 NFkB inh 23, tim23-1 inh 82*, CHOP UPR activ 3.1, Mdm2 MdmX PPI 24 and Jurkat NFkB inh -6.
`Cc1ccc(C2CC(c3ccco3)n3nc(N)nc3N2)cc1` (centres undefined) gave TIM10 inh -4, XBP1 UPR activ -1, tim10-1 inh -17, 697 NFkB inh 17, tim23-1 inh 4, CHOP UPR activ 2.6, Mdm2 MdmX PPI 12 and Jurkat NFkB inh -5.
For Oc1ccc(/C=C/c2cnccn2)cc1 the results were TIM10 inh 13, XBP1 UPR activ 3, tim10-1 inh -5, 697 NFkB inh -10, tim23-1 inh 11, CHOP UPR activ 3.6, Mdm2 MdmX PPI 1 and Jurkat NFkB inh -7.
For CN(/C=C/c1c([N+](=O)[O-])c(=O)n(C)c(=O)n1C)c1ccccc1 the results were TIM10 inh 10, XBP1 UPR activ -2, tim10-1 inh 15, 697 NFkB inh 14, tim23-1 inh 10, CHOP UPR activ -0.2, Mdm2 MdmX PPI 14 and Jurkat NFkB inh 15.
Screening Cc1cccc(N2CCN(C(=O)C3CCN(c4ncnc5c4nc4n5CCCCC4)CC3)CC2C)c1 (centres undefined) returned TIM10 inh 31, XBP1 UPR activ -5, tim10-1 inh 33, 697 NFkB inh -39, tim23-1 inh 36, CHOP UPR activ 3.1, Mdm2 MdmX PPI 60* and Jurkat NFkB inh 11.
`O=C(NC1(C(F)(F)F)N=C2SCCN2C1=O)c1ccco1` (centres undefined) gave TIM10 inh -8, XBP1 UPR activ 2, tim10-1 inh 2, 697 NFkB inh -14, tim23-1 inh 7, CHOP UPR activ -2.0, Mdm2 MdmX PPI 3 and Jurkat NFkB inh -5.
O=C(COC(=O)c1ccc(O)cc1)Nc1ccc(OC(F)F)cc1 was read as TIM10 inh -9, XBP1 UPR activ -6, tim10-1 inh -18, 697 NFkB inh 8, tim23-1 inh 10, CHOP UPR activ 0.6, Mdm2 MdmX PPI 15 and Jurkat NFkB inh 0.
For O=C(Nc1cccnc1)c1ccc(Cl)c([N+](=O)[O-])c1 the results were TIM10 inh 2, XBP1 UPR activ -5, tim10-1 inh -15, 697 NFkB inh 12, tim23-1 inh 2, CHOP UPR activ 0.7, Mdm2 MdmX PPI -11 and Jurkat NFkB inh 6.
For COc1ccccc1NC(=O)C(=O)NNC(=O)COc1ccc2ccccc2c1 the results were TIM10 inh 2, XBP1 UPR activ -3, tim10-1 inh -13, 697 NFkB inh 9, tim23-1 inh 5, CHOP UPR activ -0.5, Mdm2 MdmX PPI 27 and Jurkat NFkB inh 7.
Screening CC1CCCN(CCC(=O)Nc2ccc3c(c2)CCC3)C1 (centres undefined) returned TIM10 inh -2, XBP1 UPR activ 0, tim10-1 inh 6, 697 NFkB inh -12, tim23-1 inh 5, CHOP UPR activ -0.2, Mdm2 MdmX PPI 10 and Jurkat NFkB inh -7.
Cn1cc([N+](=O)[O-])c(C(=O)Nc2ccn(C34CC5CC(CC(C5)C3)C4)n2)n1 was read as TIM10 inh 6, XBP1 UPR activ -4, tim10-1 inh 15, 697 NFkB inh -1, tim23-1 inh 13, CHOP UPR activ -1.5, Mdm2 MdmX PPI 28 and Jurkat NFkB inh 4.
For Cc1ccc(NS(=O)(=O)c2ccc(C(=O)N3CC(C)OC(C)C3)cc2)cc1 (centres undefined) the results were TIM10 inh 3, XBP1 UPR activ -1, tim10-1 inh 1, 697 NFkB inh -4, tim23-1 inh -2, CHOP UPR activ -1.3, Mdm2 MdmX PPI 26 and Jurkat NFkB inh -6.
For COc1ccc(CC(NC(C)=O)C(=O)NC2CCN(C(=O)Nc3ccc(Cl)cc3)CC2)cc1OC (centres undefined) the results were TIM10 inh -15, XBP1 UPR activ -2, tim10-1 inh 12, 697 NFkB inh 13, tim23-1 inh -1, CHOP UPR activ 1.3, Mdm2 MdmX PPI -21 and Jurkat NFkB inh 8.
Screening O=C(NCc1ccccn1)C(=O)C1C(=O)Nc2ccccc21 (centres undefined) returned TIM10 inh 0, XBP1 UPR activ -3, tim10-1 inh -63, 697 NFkB inh -3, tim23-1 inh -7, CHOP UPR activ -1.2, Mdm2 MdmX PPI 11 and Jurkat NFkB inh 0.
Screening CCOC(=O)c1c(C)c(-c2ccccc2)n(CC(=O)N2CCCC2)c1C returned TIM10 inh 19, XBP1 UPR activ -1, tim10-1 inh 27, 697 NFkB inh -3, tim23-1 inh 38, CHOP UPR activ 0.1, Mdm2 MdmX PPI 0 and Jurkat NFkB inh 0.

An excerpt from the list above, as a working copy:
For COc1ccc(CC(NC(C)=O)C(=O)NC2CCN(C(=O)Nc3ccc(Cl)cc3)CC2)cc1OC (centres undefined) the results were TIM10 inh -15, XBP1 UPR activ -2, tim10-1 inh 12, 697 NFkB inh 13, tim23-1 inh -1, CHOP UPR activ 1.3, Mdm2 MdmX PPI -21 and Jurkat NFkB inh 8.
Screening O=C(NCc1ccccn1)C(=O)C1C(=O)Nc2ccccc21 (centres undefined) returned TIM10 inh 0, XBP1 UPR activ -3, tim10-1 inh -63, 697 NFkB inh -3, tim23-1 inh -7, CHOP UPR activ -1.2, Mdm2 MdmX PPI 11 and Jurkat NFkB inh 0.
Screening CCOC(=O)c1c(C)c(-c2ccccc2)n(CC(=O)N2CCCC2)c1C returned TIM10 inh 19, XBP1 UPR activ -1, tim10-1 inh 27, 697 NFkB inh -3, tim23-1 inh 38, CHOP UPR activ 0.1, Mdm2 MdmX PPI 0 and Jurkat NFkB inh 0.

Later entries
For Cc1ccc2cccc(Oc3ncnc4scc(-c5ccc(Cl)cc5)c34)c2n1 the results were TIM10 inh 4, XBP1 UPR activ -1, tim10-1 inh 34, 697 NFkB inh -17, tim23-1 inh 32, CHOP UPR activ 0.8, Mdm2 MdmX PPI 24 and Jurkat NFkB inh 7.
`COc1cccc(CN2CCN(Cc3cc(OC)c(OC)cc3[N+](=O)[O-])CC2)c1` gave TIM10 inh -4, XBP1 UPR activ -2, tim10-1 inh 12, 697 NFkB inh 15, tim23-1 inh 4, CHOP UPR activ -2.6, Mdm2 MdmX PPI -6 and Jurkat NFkB inh -1.
CCOC(=O)c1cnc2ccc(OCC)cc2c1NCc1ccccc1OC was read as TIM10 inh 16, XBP1 UPR activ 0, tim10-1 inh 43*, 697 NFkB inh -28, tim23-1 inh 26, CHOP UPR activ 2.0, Mdm2 MdmX PPI 42 and Jurkat NFkB inh 32.
For CCCn1cc(NC(=O)c2cc3n(n2)C(C(F)(F)F)CC(c2ccccc2)N3)cn1 (centres undefined) the results were TIM10 inh -30, XBP1 UPR activ 0, tim10-1 inh 15, 697 NFkB inh 13, tim23-1 inh -26, CHOP UPR activ -0.8, Mdm2 MdmX PPI -9 and Jurkat NFkB inh 8.
CSCC[C@H](NC(=O)N1CCn2c1nc1ccccc12)C(=O)NCc1ccc(F)cc1 was read as TIM10 inh 9, XBP1 UPR activ 2, tim10-1 inh -2, 697 NFkB inh 2, tim23-1 inh 15, CHOP UPR activ -0.3, Mdm2 MdmX PPI 16 and Jurkat NFkB inh 7.
CC1Cc2ccccc2N1C(=O)CSc1nnc(-c2ccc(S(=O)(=O)N3CCCC3)cc2)n1C (centres undefined) was read as TIM10 inh 11, XBP1 UPR activ -2, tim10-1 inh 27, 697 NFkB inh -14, tim23-1 inh 15, CHOP UPR activ -0.7, Mdm2 MdmX PPI 12 and Jurkat NFkB inh -13.
`COC(=O)Cc1ccc(OCc2ccc(Cl)nc2)cc1` gave TIM10 inh 8, XBP1 UPR activ 3, tim10-1 inh 0, 697 NFkB inh -3, tim23-1 inh 22, CHOP UPR activ 2.4, Mdm2 MdmX PPI 2 and Jurkat NFkB inh -58.
`CCC1CN(C(=O)N2CCC(C(=O)NCc3ccccc3OC)CC2)c2ccccc2O1` (centres undefined) gave TIM10 inh 2, XBP1 UPR activ -5, tim10-1 inh 3, 697 NFkB inh -3, tim23-1 inh -4, CHOP UPR activ -0.9, Mdm2 MdmX PPI 20 and Jurkat NFkB inh -7.
For COc1ccccc1N(CC(=O)NCc1ccco1)S(=O)(=O)c1ccc(C)cc1 the results were TIM10 inh 14, XBP1 UPR activ -4, tim10-1 inh 12, 697 NFkB inh -4, tim23-1 inh 9, CHOP UPR activ 1.0, Mdm2 MdmX PPI 20 and Jurkat NFkB inh 8.
CCN(C[C@H]1N[C@@](Cc2ccccc2)(C(=O)OC)[C@H]2C(=O)N(Cc3ccccc3)C(=O)[C@@H]12)C(=O)Nc1ccc(C)cc1 was read as TIM10 inh 8, XBP1 UPR activ 0, tim10-1 inh 16, 697 NFkB inh 15, tim23-1 inh 18, CHOP UPR activ 4.9, Mdm2 MdmX PPI 54* and Jurkat NFkB inh 8.
`Cc1cccc(N/C=C/C(=C(C#N)C#N)N(C)C)c1` gave TIM10 inh 20, XBP1 UPR activ 2, tim10-1 inh 18, 697 NFkB inh 3, tim23-1 inh 18, CHOP UPR activ -2.1, Mdm2 MdmX PPI 3 and Jurkat NFkB inh 5.
`c1ccc(Cc2noc(CN3CCN(Cc4ccc5c(c4)OCO5)CC3)n2)cc1` gave TIM10 inh 8, XBP1 UPR activ -2, tim10-1 inh 10, 697 NFkB inh 21, tim23-1 inh -19, CHOP UPR activ 1.4, Mdm2 MdmX PPI 8 and Jurkat NFkB inh -7.
For CNC(=O)c1c(NC(=O)c2cccc(C)c2)sc2c1CCC2 the results were TIM10 inh 15, XBP1 UPR activ 4, tim10-1 inh 17, 697 NFkB inh -37, tim23-1 inh 48, CHOP UPR activ 5.4, Mdm2 MdmX PPI -21 and Jurkat NFkB inh -32.
Screening CCN1CCN(C(=O)c2ccc3c(Cl)c4c(nc3c2)CCCC4)CC1 returned TIM10 inh -2, XBP1 UPR activ 1, tim10-1 inh 2, 697 NFkB inh -22, tim23-1 inh -6, CHOP UPR activ -1.0, Mdm2 MdmX PPI 25 and Jurkat NFkB inh -13.
`C#CCOCCOCCOCCNc1nc(N2CCN(C(=O)Cn3cc(CCO)nn3)CC2)nc(N2CCN(C(=O)[C@H]([C@@H](C)O)n3cc(CCCCN)nn3)CC2)n1` gave TIM10 inh -4, XBP1 UPR activ -2, tim10-1 inh -13, 697 NFkB inh 13, tim23-1 inh 0, CHOP UPR activ -0.3, Mdm2 MdmX PPI -1 and Jurkat NFkB inh 11.

From PubChem
